From PubChem BioAssay
VIM-2 inh: inhibitors of Pseudomonas aeruginosa VIM-2 metallo-beta-lactamase | purified VIM-2, nitrocefin hydrolysis, epi-absorbance fluorescence | actives 0.89% (n = 290,000) | inhibition, % at 5.6 µM;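 active = inhibition above the mean of all tested compounds plus 3 SD, cutoff set per screening run, cut at about 7.5% in these data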;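 note: red hydrolysis product quenches plate fluorescence so inhibitors raise well fluorescence; 0% = enzyme with DMSO and 100% = DMSO without enzyme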
DNA FID counter: fluorescent intercalator displacement, NS3 helicase counter-screen. DNA fluorescent intercalator displacement, fluorescence. inhibition, % at 7.9 µM. actives 0.17% (n = 290,000). AID 1845; in the data active = inhibition above about 37%;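 note: 0% = vehicle and 100% = reference compound; higher means more ethidium bromide displaced from hairpin DNA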
PfM18AAP inh: PfM18AAP enzyme inhibition | recombinant PfM18AAP, H-Glu-NHMec fluorogenic cleavage | inhibition, % at 7.35 µM | actives 1.2% (n = 290,000);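 active = inhibition above the campaign mean inhibition over all tested compounds plus 3 SD, cut at about 28% in these data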;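 note: 0% = plate median of test compound wells and 100% = 2 mM ZnCl2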
HCV NS3 hel inh: HCV NS3 helicase inhibition | NS3 helicase DNA unwinding, Cy5 molecular beacon fluorescence | inhibition, % at 10.9 µM | actives 0.56% (n = 290,000) | AID 1800;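 active = inhibition above the mean of all tested compounds plus 3 SD, set per campaign, cut at about 35% in these data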;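 note: 0% = DMSO wells and 100% = thioflavine S control wells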
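System: Hepatitis C virus NS3 helicase domain fragment enzyme | Reagent: Annealed dual-labelled DNA beacon duplex, ATP-started | Compound dosing: 10.9 µM single point, 0.8% DMSO | Incubation: 1 h reaction at 25 °C, ATP-initiated | Technique: Cy5 fluorescence | Evaluation: Percent inhibition from t60/t0 fluorescence ratio | Benchmarks: Low DMSO, high thioflavine S at 110 µM | Replication: Singlicate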
MEKK2 mut-MEK5: signal of MEK5 binding to mutant human MEKK2 PB1 domain | AID 1530 | percent response, % at 10 µM | bead flow cytometry, Alexa488-MEK5 binding to MEKK2 mutant | actives 0.35% (n = 290,000); in the data active = percent response above about 24%, passing the limit was not always enough; note: inactives centre near 1; some results filed as inactive read as strong as hits
NALP1 yeast inh: NALP1 inhibition | S. cerevisiae NALP1/ASC/caspase-1 growth, X-gal OD620, 72 h | inhibition, % at 10 µM | actives 0.61% (n = 280,000) | AID 2071; in the data active = inhibition mostly above about 24%, no sharp cut-off; inactive = mostly below about 32%; note: some compounds called inactive have numbers as strong as hits
IMP-1 inhibitor: inhibitors of Pseudomonas aeruginosa IMP-1 metallo-beta-lactamase; purified IMP-1, nitrocefin hydrolysis, epi-absorbance fluorescence; actives 0.45% (n = 290,000); inhibition, % at 5.6 µM; AID 1556;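 active = inhibition above the mean plus 3 SD of all compounds in the same screening run, cut at about 4.5% in these data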;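 note: 0% = IMP-1 with DMSO and 100% = DMSO wells lacking enzyme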
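Assay system: purified IMP-1; Quantity: IMP-1 0.2 nM before substrate addition; Medium: HEPES buffer pH 7.1 with ZnSO4 and Brij 35; Incubation: 15 min enzyme–compound preincubation, then 25 min nitrocefin reaction, 25 °C; Signal: fluorescence quenching readout, ex 480/em 530 nm; Controls: DMSO with and without IMP-1; Repeats: singlicate testing.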
SUMO HTRF inh: SUMOylation inhibition; HTRF SUMOylation assay, SAE1/SAE2 + UBC9, in vitro; AID 2006; P63279; actives 0.36% (n = 290,000); inhibition, % at 35 µM; in the data active = inhibition above about 50%, passing the limit was not always enough; note: strong numbers were not always called active
Target sequence (P63279 whole entry, looked up): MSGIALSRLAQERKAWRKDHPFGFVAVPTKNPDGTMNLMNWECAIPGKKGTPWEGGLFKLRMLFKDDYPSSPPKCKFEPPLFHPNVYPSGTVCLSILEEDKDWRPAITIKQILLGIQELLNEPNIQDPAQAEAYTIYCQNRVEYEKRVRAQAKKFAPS
MEKK2wt PB1 HTS: raises or lowers MEK5 binding to wildtype human MEKK2 PB1 domain. Q9Y2U5. bead flow cytometry, Alexa488-MEK5 binding to MEKK2 WT; actives lie on both sides. binding response (% of control), % at 10 µM. actives 1.1% (n = 290,000). AID 1531; in the data active = binding response below about 67% or above about 130%
An asterisk follows results filed as active; · = no result given; [ ] = another dose, or the depositor's remark. Rows were taken by chance; about 4.7% have a hit in one of these screens.

Fields – VIM-2 inh, DNA FID counter, PfM18AAP inh, HCV NS3 hel inh, MEKK2 mut-MEK5, NALP1 yeast inh, IMP-1 inhibitor, SUMO HTRF inh, MEKK2wt PB1 HTS
> CCC(CC)COC(=O)C1=C(C)NC(=O)NC1c1cc(OC)ccc1OC (stereo not drawn)
  0.2, -35, 6, -7, 2, 9, -2.7, 10, 107
> COc1ccc(-n2c(SC3CCOC3=O)nc3ccccc3c2=O)cc1Cl (stereo not drawn)
  -2.7, -32, 4, 5, 0, -8, -2.1, 8, 104
> Cc1nc2ccc(C(=O)NCc3ccc4c(c3)OCO4)cc2s1
  -2.4, -7, 5, 7, -1, 4, -4.8, 26, 106
> CC1(C)CC(=O)C=C(NNC(=O)c2ccccc2)C1
  -1.7, -6, 41*, 5, -2, 22, -2.1, -1, 91
> CC(=O)Nc1ccc2c(c1)nc1n2CCOC1
  0.2, 2, 16, -6, -6, 2, -1.2, 10, 101
> O=C(NCC(=O)N1CCN(C(=O)c2ccco2)CC1)c1ccc(Br)cc1
  -1.8, -8, -1, 2, 3, 23, -1.8, -1, 102
> O=C(NCc1cccnc1)C1CCN(S(=O)(=O)N2CCC3(CC2)OCCO3)CC1
  -3.0, -4, -12, 1, -10, 1, -3.6, -14, 88
> CCOc1ccc(CN(C)C(=O)CNC(=O)c2ccc(Br)o2)cc1OC
  -2.9, -16, 0, -2, 5, 6, -3.3, 1, 103
> O=C(NCc1ccccc1)C12CC3CC(CC(Cl)(C3)C1)C2
  -2.9, -6, 3, 2, -11, 4, -3.0, 13, 97
> COc1cc([N+](=O)[O-])ccc1NC(=O)CSc1nncn1-c1cccnc1
  -4.4, -6, 4, -5, 2, -1, -2.3, 2, 103
> CCN(CC)C(=O)C1CCCN(c2ccc([N+](=O)[O-])cc2/C=N/NC(=O)c2cccc(O)c2)C1 (stereo not drawn)
  -1.5, -6, -25, 6, 0, -2, -1.8, 18, 99
> CC(=O)Nc1ccc2c(c1)C(=O)N(c1cccc3ccccc13)C2=O
  -1.5, -4, 3, -4, 2, 17, -1.8, 0, 99
> CC(C)CCNC(=O)NC(=O)COC(=O)/C=C/c1cnc2ccccc2n1
  -1.3, -2, 5, 3, ·, 12, -5.6, 3, ·
> Cc1csc(NC(=O)c2ccc3c(=O)n4c(nc3c2)CCCCC4)n1
  -0.1, -13, 1, -2, 2, 28, -3.4, 11, 111
> CSc1ccccc1NC(=O)c1cc(S(=O)(=O)N(C)C)ccc1N1CCCC1
  -0.1, -25, -6, -9, 5, 11, -2.9, -8, 107
> COCCNC(=O)[C@@H]1CCCN1C(=O)C1CCN(S(=O)(=O)c2ccc(C)cc2)CC1
  -2.3, -34, 5, 22, 2, 16, -2.5, 9, 102
> O=C1c2ccccc2C(=O)N1Cc1nc(-c2ccncc2)no1
  -3.8, -1, -2, 4, 7, 11, -3.2, 9, 100
> CCOC(=O)CCNC(=O)CCc1nnc(CCCc2ccccc2)o1
  -0.5, -13, -3, -6, 2, -10, 0.5, -7, 106
> CCc1nnc(NC(=O)c2cccc(S(=O)(=O)N(C)c3ccc(OC)cc3)c2)s1
  2.1, -5, -4, -3, -5, 20, -0.2, 12, 88
> CCCCCCN1C=CC(=C2C(=O)c3ccccc3C2=O)C=C1
  -7.2, -1, 4, 4, -10, 16, -4.3, 0, 95

(more compounds)
mol	VIM-2 inh	DNA FID counter	PfM18AAP inh	HCV NS3 hel inh	MEKK2 mut-MEK5	NALP1 yeast inh	IMP-1 inhibitor	SUMO HTRF inh	MEKK2wt PB1 HTS
COc1ccc(-c2nnc(SC(=O)N3c4ccccc4Sc4ccccc43)o2)cc1	0.1	1	4	3	1	4	-3.9	3	102
C=CCC1(CC=C)CCCN1C(=O)CC1C(=O)NCCN1Cc1ccccc1OC (stereo not drawn)	-2.4	-26	-1	-7	-12	-17	-1.3	0	92
CCCCCCCC(=O)N/N=C(/C)c1c(O)cc(C)oc1=O	-1.8	-4	-8	-1	4	3	0.4	-32	106
O=C(NNc1cccc(Cl)n1)c1c(F)cccc1F	-1.5	-3	20	-10	7	-29	-3.1	3	111
C=CCn1c(SCC(=O)Nc2cccc3ccccc23)nc(O)c(CC)c1=O	6.9	-19	13	21	-2	12	2.8	-2	98
CCOc1ccc(CC(=O)Nc2cc(=O)n(C)c(=O)n2C)cc1	-2.2	-4	-6	-4	-8	22	1.3	22	90
COc1ccccc1CNC(=O)Cn1c(=O)oc2cc(Cl)ccc21	-2.9	-5	0	-2	6	·	-3.3	5	104
O=C(N/N=C/c1cccc([N+](=O)[O-])c1)c1cccc2cc[nH]c12	-1.3	-1	-1	-3	-11	0	-1.9	19	74
COC(=O)C1=C(N)Oc2cc(C)n(CC3CCCO3)c(=O)c2C1c1ccccc1 (stereo not drawn)	-1.3	-13	1	4	6	-4	-3.5	28	103
CS(=O)(=O)c1ccc(C(=O)N2CCN(Cc3ccccc3)CC2)cc1	-0.4	-13	1	3	-6	4	-1.2	1	91
CCCCn1c(NC(=S)Nc2ccccc2)nc2ccccc21	-1.3	-2	-8	-17	0	18	-2.2	-72	105
O=C(NC(=S)Nc1ccc(Cc2ccncc2)cc1)c1ccccc1Cl	-2.0	-7	2	1	13	8	-2.4	-4	108
Cc1ccc(N(CC(=O)NCC2CCCO2)S(C)(=O)=O)cc1Cl (stereo not drawn)	-3.4	-4	-7	1	6	0	-3.5	4	105
Nc1c(S(=O)(=O)c2cccc(Cl)c2)c2nc3ccccc3nc2n1CCN1CCOCC1	-2.4	5	2	-6	1	12	-4.2	22	102
CCOC(=O)CC1C(=O)NCCN1S(=O)(=O)c1ccc(C)cc1 (stereo not drawn)	-0.6	-4	1	-3	-3	26	-1.1	25	98

Random excerpt: 2 compounds from above
mol	VIM-2 inh	DNA FID counter	PfM18AAP inh	HCV NS3 hel inh	MEKK2 mut-MEK5	NALP1 yeast inh	IMP-1 inhibitor	SUMO HTRF inh	MEKK2wt PB1 HTS
O=C(NC(=S)Nc1ccc(Cc2ccncc2)cc1)c1ccccc1Cl	-2.0	-7	2	1	13	8	-2.4	-4	108
C=CCC1(CC=C)CCCN1C(=O)CC1C(=O)NCCN1Cc1ccccc1OC (stereo not drawn)	-2.4	-26	-1	-7	-12	-17	-1.3	0	92

(continued)
mol	VIM-2 inh	DNA FID counter	PfM18AAP inh	HCV NS3 hel inh	MEKK2 mut-MEK5	NALP1 yeast inh	IMP-1 inhibitor	SUMO HTRF inh	MEKK2wt PB1 HTS
CCOC(=O)c1ccc(N2C(=O)CC(C3CCCO3)C2=O)cc1 (stereo not drawn)	-0.8	-5	-10	3	-2	10	-4.7	-5	97
CC1CC(C)(C)NCCNC(C)CC(C)(C)NCCN1 (stereo not drawn)	-5.7	9	7	11	-3	-8	-3.1	6	94
O=C(CSc1nnc(-c2ccc(F)cc2)c2ccccc12)Nc1ccccc1	-1.2	-10	5	-15	3	25	-3.2	-13	115
COC(=O)c1cc2sc(Cl)cc2n1CC(=O)Nc1ccc(OC)c(OC)c1OC	-2.8	-6	-9	-4	-8	-5	-0.9	-5	91
COc1ccc2nc(C)cc(SCC(=O)N/N=C/c3ccc(O)c(O)c3)c2c1	1.7	5	60*	-17	-4	14	-2.4	-2	99
CCOC(=O)c1ccccc1NC(=O)CSc1nc2ccncc2[nH]1	-1.7	-19	-3	-9	-3	5	-1.1	5	103
CCC(=O)Nc1ccccc1C(=O)N1CCN(Cc2ccccc2)CC1	0.8	-3	10	2	2	-2	-3.0	1	101
Cn1c(=O)c2c(nc(CN3CCN(c4ccccc4F)CC3)n2CCCc2ccccc2)n(C)c1=O	-0.4	-5	0	4	-9	·	-2.8	·	93
O=C(NCCCN1CCCC1=O)c1cc2c(s1)CCCCC2	2.4	-28	-5	4	-7	·	0.9	-4	67
CCOC(=O)N1CCN(C(=O)c2cc(COc3cccc(C(C)=O)c3)on2)CC1	-0.8	-38	0	1	6	3	-3.6	7	109
FC(F)(F)c1cccc(NC(=S)NCC(c2cccnc2)N2CCOCC2)c1 (stereo not drawn)	0.5	-6	-19	0	0	16	-3.3	4	101
COc1ccc(C(O)(C2CCCCC2)C(CN2CCOCC2)c2ccccc2)cc1 (stereo not drawn)	-1.9	-17	1	-42	3	6	-2.8	-36	102
O=C(CC(c1ccccc1)c1ccccc1)N1CCN(c2ccccn2)CC1	-0.5	-30	0	11	-7	-14	0.1	-12	98
O=C(CC(Cc1ccccc1)c1ccco1)NCc1ccco1 (stereo not drawn)	-3.2	-7	6	7	-2	-6	-2.1	13	99
Cn1cc(C(=O)NCN2CCCCC2)c2ccccc21	-3.5	-3	1	2	·	-18	-3.2	4	·

Structural class: the entries above with an NH in an aromatic ring
mol	VIM-2 inh	DNA FID counter	PfM18AAP inh	HCV NS3 hel inh	MEKK2 mut-MEK5	NALP1 yeast inh	IMP-1 inhibitor	SUMO HTRF inh	MEKK2wt PB1 HTS
O=C(N/N=C/c1cccc([N+](=O)[O-])c1)c1cccc2cc[nH]c12	-1.3	-1	-1	-3	-11	0	-1.9	19	74
CCOC(=O)c1ccccc1NC(=O)CSc1nc2ccncc2[nH]1	-1.7	-19	-3	-9	-3	5	-1.1	5	103

New compounds follow
mol	VIM-2 inh	DNA FID counter	PfM18AAP inh	HCV NS3 hel inh	MEKK2 mut-MEK5	NALP1 yeast inh	IMP-1 inhibitor	SUMO HTRF inh	MEKK2wt PB1 HTS
O=C(CCSc1ccccn1)c1ccccc1	1.5	-4	55*	4	-7	9	-1.5	-4	89
CCCNC(=O)c1ccc(OC)cc1OC	-0.1	0	0	-6	-4	-6	-1.5	22	86
CC(=O)Nc1ccc(NC(=O)c2sc(-c3ccccc3)nc2C)cc1	-2.5	-22	-1	4	5	26	-4.4	22	97
COC(=O)CC(=O)N1CCN(c2ccc(Cl)c(Cl)c2)CC1	-1.0	-2	-1	7	-3	17	-3.2	-5	102
Cc1oc(-c2ccccc2Cl)nc1Cn1cccc1C1=NC(c2ccccc2)CO1 (stereo not drawn)	-2.7	-10	5	-52	-13	20	-1.8	13	29*[inhibitor]
O=C(O)CNc1nc(-c2ccccc2)nc2ccccc12	-1.9	1	3	5	-2	42	-1.0	12	100
COc1ccc(C(=O)OCCOc2cccc(Cl)c2)cc1S(=O)(=O)N1CCOCC1	1.0	-28	2	-21	8	15	-4.3	-21	116
CCC(C)c1ccc(NC(=O)c2cnn3c(C(F)F)cc(C)nc23)cc1 (stereo not drawn)	-2.6	-5	-3	-9	-6	26	-1.6	-8	95

Given with each value named: part of the list above.
SMILES: COc1ccc(C(=O)OCCOc2cccc(Cl)c2)cc1S(=O)(=O)N1CCOCC1
  VIM-2 inh: 1.0	DNA FID counter: -28	PfM18AAP inh: 2	HCV NS3 hel inh: -21	MEKK2 mut-MEK5: 8	NALP1 yeast inh: 15	IMP-1 inhibitor: -4.3	SUMO HTRF inh: -21	MEKK2wt PB1 HTS: 116
SMILES: CCC(C)c1ccc(NC(=O)c2cnn3c(C(F)F)cc(C)nc23)cc1 (stereo not drawn)
  VIM-2 inh: -2.6	DNA FID counter: -5	PfM18AAP inh: -3	HCV NS3 hel inh: -9	MEKK2 mut-MEK5: -6	NALP1 yeast inh: 26	IMP-1 inhibitor: -1.6	SUMO HTRF inh: -8	MEKK2wt PB1 HTS: 95
